# KAT2A inh: qHTS Assay for Inhibitors of GCN5L2 | Histone acetyltransferase KAT2A (Homo sapiens), Q92830 | hit rate 0.21% among 390,000 | GCN5L2 HAT assay, ThioGlo1 CoA-SH fluorescence | Potency, µM (titrated, usually from 58.9 µM), without a hit: at the highest dose activity change, negative = inhibition, usual class: inhibitors
# Target sequence (Q92830 whole entry, looked up): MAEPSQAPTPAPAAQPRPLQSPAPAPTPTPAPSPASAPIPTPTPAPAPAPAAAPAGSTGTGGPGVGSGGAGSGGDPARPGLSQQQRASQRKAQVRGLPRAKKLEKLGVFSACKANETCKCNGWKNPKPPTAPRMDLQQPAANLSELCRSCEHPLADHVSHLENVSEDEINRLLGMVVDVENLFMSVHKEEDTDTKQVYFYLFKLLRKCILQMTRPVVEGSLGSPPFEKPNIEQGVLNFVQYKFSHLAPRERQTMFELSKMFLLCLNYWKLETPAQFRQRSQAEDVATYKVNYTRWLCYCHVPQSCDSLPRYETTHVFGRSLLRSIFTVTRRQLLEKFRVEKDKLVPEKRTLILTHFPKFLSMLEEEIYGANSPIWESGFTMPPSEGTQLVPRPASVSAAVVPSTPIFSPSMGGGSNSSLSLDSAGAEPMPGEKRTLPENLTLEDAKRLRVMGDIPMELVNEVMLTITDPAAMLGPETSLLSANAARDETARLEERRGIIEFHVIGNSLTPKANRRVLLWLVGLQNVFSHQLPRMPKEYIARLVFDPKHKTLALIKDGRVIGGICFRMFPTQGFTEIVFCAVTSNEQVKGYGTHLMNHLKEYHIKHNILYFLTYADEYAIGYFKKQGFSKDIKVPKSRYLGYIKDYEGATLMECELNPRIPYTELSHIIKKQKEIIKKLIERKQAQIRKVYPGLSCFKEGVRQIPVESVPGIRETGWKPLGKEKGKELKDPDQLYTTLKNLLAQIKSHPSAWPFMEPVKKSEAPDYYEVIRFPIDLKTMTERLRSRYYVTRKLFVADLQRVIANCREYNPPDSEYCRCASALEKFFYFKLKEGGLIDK
#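 GCN5L2 (20 nM) in 50mM HEPES pH 7.5, 0.1mM EDTA, 0.01% Tween-20 preincubated 15 min with compounds at room temperature. Reaction started with H3(1-25) 75uM, acetyl-CoA 70uM, ThioGlo1 50uM; CoA-thiol fluorescence (Ex340/Em540) read at 0 and 20 min.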
# DT40 TDP1 CPT: qHTS for Inhibitors of human tyrosyl-DNA phosphodiesterase 1 (TDP1): qHTS in cells in presence of CPT | chicken DT40 Tdp1-/-;hTDP1 cells + 20 nM CPT, ATP luminescence, 48 h | Potency, µM (doses to about 46.2 µM), for the others: at the highest dose activity change, negative = growth inhibition, most hits filed as inhibitors | hit rate 12% among 420,000; further: nearly all actives have a fitted effect of over 55% in size
#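 Cell growth measured by CellTiter-Glo luminescence after a minimum 48 h, 37 C compound exposure with 20 nM CPT in Tdp1-knockout DT40 cells stably expressing hTDP1, seeded 400/well; qHTS titration format.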
# TDP1 cell noCPT: qHTS for Inhibitors of human tyrosyl-DNA phosphodiesterase 1 (TDP1): qHTS in cells in absence of CPT. DT40 Tdp1-/- hTDP1 cells, no CPT, ATP luminescence, 48 h. Potency, µM (doses to about 46.2 µM), for inactives: at the highest dose activity change, negative = growth inhibition, hits mostly inhibitors. hit rate 15% among 420,000; further: nearly all actives have a fitted effect of over 55% in size
#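 Stably hTDP1-transfected Tdp1-null chicken DT40 cells were treated with library compounds minus camptothecin and grown for at least 48 hr at 37 °C, after which cellular ATP was quantified by luminescence.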
# Active calls of the source: *; ? = inconclusive; / = no result given; & = joins results of further samples; [ ] = another dose, or the depositor's remark. The call rests on the fitted dose curve; in most records, active means well fitted curve in the direction sought with a large enough effect; inconclusive means small, poorly fitted or top-dose-only effect, or another doubt; inactive means no such curve, though single readings can be large; an effect the other way counts as inactive or inconclusive. On the % scale 0 is the no-effect control and ±100 the full control effect; potency means the concentration at half of the fitted maximal effect.
# The line under a structure holds: KAT2A inh | DT40 TDP1 CPT | TDP1 cell noCPT
COc1ccc(OCc2nc3ccccc3n2C(C)c2ccccc2)cc1 (centres undefined)
  -16% | ? | ?
CCSc1nc2nc(C)cc(C)n2n1
  31%[activator] | 6% | 1%
COc1ccc(C(=O)N/C(=C/c2cccc3ccccc23)C(=O)NCCc2c[nH]c3ccccc23)cc1OC
  -7% | -24% | ?
CCN1C(=O)[C@H]2[C@H]3CN=C(SCc4ccccc4)N3[C@@](Cc3ccccc3)(C(=O)OC)[C@H]2C1=O
  -10% | ? | ?
Cc1cccc(NC(=O)CSCC(=O)NNC(=O)c2ccoc2C)c1
  -1% | 3% | 6%
CCn1nccc1C(=O)Nc1ccc(C)c(C)c1
  -7% | 2% | -9%
CNS(=O)(=O)c1cccc(C(=O)OCC(=O)Nc2cc(F)ccc2F)c1
  5% | 1% | -2%
CCOC(=O)c1nnc2cc(C)nn2c1C
  -6% | 8% | -2%
Cc1ccc(-n2nnc3c(=O)n(CC(=O)NCC4CCCO4)cnc32)cc1 (centres undefined)
  -8% | -25% | -2%
COc1ccc(-c2csc(NC(=O)C3CSC4(C)CCC(=O)N34)n2)cc1OC (centres undefined)
  -9% | -7% | -4%
CCC1(c2ccccc2)SC(=O)NC1=O (centres undefined)
  / | 1% | ?
Cc1cc2nc(-c3nnnn3-c3c(C)cccc3C)c(=O)[nH]c2cc1C
  / | ? | 16µM*
O=C(c1ccc(S(=O)(=O)N2CCCC2)cc1)N1CCCc2ccccc21
  -11% | ? | ?
CCO[C@H]1c2c(ccc3ccc(=O)oc23)OC(C)(C)[C@H]1O
  2% | -13% | 0%
O=C(OCC(=O)N1CCCCCC1)c1ccc(S(=O)(=O)N2CCOCC2)cc1
  -2% | 10% | 1%
CC12CCC(=O)N1C(C(=O)NNC(=O)COc1cccc(C(F)(F)F)c1)CS2 (centres undefined)
  2% | -13% | -17%
CN(CC(=O)Nc1cccc(F)c1)C(=O)c1cn(-c2ccccc2)nc1-c1ccccc1
  -10% | ? | ?
Cc1c(C(=O)N2CCOCC2)c(S(=O)(=O)Nc2ccc(OC(F)(F)F)cc2)c(C)n1C
  -2% | ? | -24%
COC(=O)c1ccc(-n2nnnc2SC)cc1
  1% | -23% | 1%
Cc1cc(OCC(=O)N(C)C2CCCCC2)cc(C)c1Cl
  -5% | ? | 21µM*

# Some entries already given with just DT40 TDP1 CPT and KAT2A inh.
compound | DT40 TDP1 CPT | KAT2A inh
CNS(=O)(=O)c1cccc(C(=O)OCC(=O)Nc2cc(F)ccc2F)c1 | 1% | 5%
CCOC(=O)c1nnc2cc(C)nn2c1C | 8% | -6%
Cc1ccc(-n2nnc3c(=O)n(CC(=O)NCC4CCCO4)cnc32)cc1 (centres undefined) | -25% | -8%
COc1ccc(-c2csc(NC(=O)C3CSC4(C)CCC(=O)N34)n2)cc1OC (centres undefined) | -7% | -9%

# Continued.
# The line under a structure holds: KAT2A inh | DT40 TDP1 CPT | TDP1 cell noCPT
CNC(=S)NNC(=O)c1cccn(Cc2cccc(C(F)(F)F)c2)c1=O
  2% | 1% | -19%
CCN1C(=O)C(=O)N(CC(=O)Nc2ccccc2Oc2ccccc2)C1=O
  1% | -15% | -13%
Cn1c(CN2CCCC2)nc2cc(NC(=O)COc3ccc(Cl)cc3)ccc21
  -34% | ? | ?
CC(=O)N1c2ccccc2Sc2ccc3ccccc3c21
  / | ? | ?
CCOC(=O)C1=C(C)Nc2ccccc2N=C1NC(=O)c1oc2ccccc2c1COC
  -13% | 21µM* | 16µM*
CCOC(=O)c1c(-c2ccsc2)csc1N
  3% | -23% | ?
COc1ccc(NC(=O)C(C)SCc2ccccc2)cc1 (centres undefined)
  19% | ? | ?
Cc1cc(C)cc(OCC(=O)N2N=C(c3cccnc3)CC2(O)C(F)(F)F)c1 (centres undefined)
  -6% | ? | ?
COc1cc(O)c(C(CCN2CCN(c3ccccc3)CC2)c2ccc3c(c2)OCO3)c(OC)c1 (centres undefined)
  -24% | 23µM* | 16µM*
COc1ccc(C(=O)Nc2cccc(NC(=O)c3cccs3)c2)cc1
  -9% | ? | ?
O=C(O)c1cccc(N2C(=O)CSC2c2c(F)cccc2Cl)c1 (centres undefined)
  -8% | -4% | 2%
O=C(Nc1nnc(SCCN2CCOCC2)s1)C1CC(=O)N(c2ccc(F)cc2)C1 (centres undefined)
  -18% | -5% | -9%
O=C(Nc1ccc(Cl)cn1)C1COc2ccccc2O1 (centres undefined)
  4% | ? | -15%
C=CCOc1ccccc1CNCCNC(=O)c1nonc1N
  2% | -29% | -22%
CCCC(=O)OCC(=O)Nc1cc(C(C)(C)C)nn1-c1ccccc1
  -2% | -7% | -5%
Cc1cccc(Nc2nc(N3CCCCC3)nc(N3CCCCC3)n2)c1
  -3% | -18% | -15%
CCOC(=O)C1=CN(Cc2cccc(F)c2)S(=O)(=O)NC1c1ccc(F)c(Cl)c1 (centres undefined)
  -20% | ? | ?
COc1ccccc1/C=N/NC(=O)c1ccc(Br)cc1
  -3% | -12% | -30%
COc1ccc(C2(CNC(=O)Cc3ccccc3)CCCC2)cc1OC
  -24% | ? | 13µM*
O=C(CN1C(=O)NC2(CCc3ccccc32)C1=O)NC1CCCCC1 (centres undefined)
  / | 2% | -6%
CN(C)C(=S)Nc1ccc2c(c1)OCO2
  -9% | -22% | -10%
Cc1ccc2oc(=O)n(CC(=O)O)c2c1
  -3% | 0% | -13%
O=C(CCC(=O)N(CC(=O)NC1CCCC1)c1ccccc1F)Nc1nccs1
  0% | -9% | -16%
Cc1nnc(N/N=C/c2ccco2)n1N
  0% | -6% | 5%
O=C(CCCCCn1c(=O)[nH]c2ccsc2c1=O)N1CCN(C2CCCCC2)CC1
  -9% | -22% | -10%
Cc1ccc(OCC(O)CN2CCN(CC(O)COC(C)C)CC2)c(C(C)(C)C)c1 (centres undefined)
  -1% | ? | ?
CCCc1[nH]n(-c2ccc(F)cc2)c(=O)c1C=Nc1ccc(C)cc1
  -6% | ? | ?
Cc1[nH]c2ccc(F)cc2c1CCN(Cc1ccncc1)C(=S)Nc1ccc(F)cc1
  -10% | ? | ?
CC(=O)N1CCCc2cc(S(=O)(=O)N3CCCC(C(=O)Nc4ccc(C)cc4C)C3)ccc21 (centres undefined)
  -5%&-1% | -27%&-23% | ?
O=C(NCCc1ccccc1)c1ccc(S(=O)(=O)N2CCCCC2)cc1
  / | -17% | -17%
c1nc(SSc2ncc3n[nH]nc3n2)nc2n[nH]nc12
  / | 4% | -21%
Cc1ccccc1CC(=O)Nc1cccc(S(=O)(=O)N2CCCC2)c1
  0% | -8% | 11%
O=C(CN1C(=O)C2CC=CCC2C1=O)Nc1ccc(S(=O)(=O)Nc2ncccn2)cc1 (centres undefined)
  -13% | -11% | -7%
N/C(=N\OC(=O)c1cc(-c2ccccc2)nc2ccccc12)c1ccccn1
  -22% | 13µM* | 12µM*
CCCc1nnc(SCC(=O)Nc2ccc3c(c2)OCCO3)n1CCOC
  -6% | 0% | -4%
CCOC(=O)N1CCN(c2nnc(-c3ccc(C)cc3)c3ccccc23)CC1
  11% | ? | ?
C[C@@H]1CCCCO[C@@H](CN(C)S(=O)(=O)c2cccs2)[C@@H](C)CN([C@H](C)CO)C(=O)c2cc(NS(=O)(=O)c3ccccc3)ccc2O1
  / | 16µM* | 8.2µM*
COc1ccc(CCNC(=O)c2cc3ccccn3n2)c(OC)c1OC
  -3% | -25% | ?
OC1(c2cccs2)CN(c2ccc(Br)cc2)C2=[N+]1CCCS2 (centres undefined)
  -2% | ? | 15µM*
OCCN(Cc1ccccc1)Cc1ncccc1O
  / | -4% | -1%

# Single values from the results shown:
# Value for O=C(CCC(=O)N(CC(=O)NC1CCCC1)c1ccccc1F)Nc1nccs1 in DT40 TDP1 CPT: -9%
# Value for CC(=O)N1CCCc2cc(S(=O)(=O)N3CCCC(C(=O)Nc4ccc(C)cc4C)C3)ccc21 (centres undefined) in DT40 TDP1 CPT: -27%&-23%

# (more compounds)
# The line under a structure holds: KAT2A inh | DT40 TDP1 CPT | TDP1 cell noCPT
COCCNc1ncnc2c1cnn2-c1ccc(Cl)cc1
  3% | 5% | ?
COC(=O)C1CCN(S(C)(=O)=O)CC1
  -2% | -16% | -18%
CCC(=O)N1CCc2cc(Br)cc(S(=O)(=O)CCC(=O)NCCc3ccc(OC)c(OC)c3)c21
  -2% | ? | ?
COc1ccc(C)cc1S(=O)(=O)N1CCC(C(=O)NCCC2=CCCCC2)CC1
  -6% | ? | ?
CCN(Cc1ccccc1)C(=O)COc1cc(=O)n(CC)c2ccccc12
  0% | ? | 21µM*
O=C(c1cc(Cl)ccc1OCc1ccccc1)N1CCOCC1
  0% | -8% | -3%
CCC1=Nc2cc(C(=O)NCc3ccco3)ccc2Sc2ccc(Cl)cc21
  -2% | 1.3µM* | 1µM*
O=C(CCC1CCCCC1)NCc1cccs1
  4% | -8% | 2%
CC(C)(C)OC(=O)N1CCC(C(=O)Nc2cccc(C(=O)NCCCc3ccccc3)c2)CC1
  / | 15µM* | 21µM*
NC(=O)c1cc2ccc(O)cc2oc1=NCc1ccccc1
  -5% | 18µM* | ?
Brc1ccc(-c2noc3c2-c2nc(C4CCCCC4)sc2CC3)cc1
  / | -8% | -8%
Cc1cc(CNC(=O)C2(C(F)(F)F)C/C(=C\Cc3ccccc3)CCCO2)nn1C (centres undefined)
  / | ? | ?
CCOc1ccc2nc(N3CCCN(C(=O)Nc4ccccc4C)CC3)c(C#N)cc2c1
  -19% | ? | ?
O=c1nc(Nc2ccc([N+](=O)[O-])cc2)[nH]c(=O)[nH]1
  -9% | 27% | 6%
Cc1ccc(SCCNC(=O)C(CO)(CO)CO)cc1
  1% | -16% | 2%
CC(=O)c1ccc(OCCCC(=O)NC2CCC(C)CC2)cc1 (centres undefined)
  -2% | -13% | ?
COc1ccc(NC(=O)c2cc(-c3ccc(C)o3)nc3ccccc23)c(OC)c1
  / | ? | 12µM*
O=C1C=C(c2ccc3[nH]ccc3c2)C[C@@H](c2ccc(Cl)cc2)C1
  4% | ? | ?
COc1ccccc1C(=O)NNC(=S)NC(=O)c1cc(OC)c(OC)c(OC)c1
  13% | 18µM* | 6.5µM*
O=C(CSc1ncnc2c1oc1ccccc12)c1cccs1
  29% | -2% | -22%
Cc1cccc(C)c1NCc1n[nH]c(=S)n1-c1ccccc1
  -1% | 12% | ?
Cc1cc(C#N)c(C)c(SCc2[nH]nc3c2C(c2ccccc2)C(C#N)=C(N)O3)n1 (centres undefined)
  -4% | 6% | 0%
O=C(COC(=O)CSc1nnc(-c2ccc(Cl)cc2)o1)NCc1ccc2c(c1)OCO2
  -16% | 2% | -11%
CC1CCN(C(=S)c2ccc3c(c2)OCO3)CC1
  -9% | -20% | 2%
CC(=O)N[C@@H](CC(=O)N[C@H](CCC(=O)O)C(=O)O)C(=O)O
  -7% | -1% | 0%
CCc1ccc(CNC(=O)c2cc3n(n2)CCCN(Cc2ccccc2)C3=O)cc1
  -6% | 16µM* | ?
CCOC(=O)c1sc(NC(=O)CN2C(=O)NC3(CC(C)CC(C)(C)C3)C2=O)c(C(=O)OCC)c1C (centres undefined)
  -4% | 9.2µM* | 10µM*
CNC(=O)/C(C#N)=c1\s/c(=C/C(=O)OC)c(=O)n1-c1ccccc1
  -9% | ? | -30%
O=C(COC(=O)c1ccc(O)cc1)NCc1ccc2c(c1)OCO2
  -2% | -1% | -19%
O=C(O)CCCn1cc(NC(=O)COc2ccc(F)cc2F)cn1
  -2% | -10% | -6%
CC(C)C[C@@H](CN1CCCC1CN1C(=S)NC[C@@H]1Cc1ccccc1)N1C[C@H](Cc2ccccc2)N(CC2CCCCC2)C1=S (some centres undefined)
  / | ? | ?
COc1ccc(C(=O)c2sc3nc(-c4ccc(F)cc4)ccc3c2N)cc1
  -3% | -23% | -13%
CC(C)(C)OC(=O)C[C@H]1C/C=C\C[C@H](CC(=O)N(CCO)Cc2ccccc2)C(=O)NCCOC1=O
  -9% | ? | ?
CN1c2ccccc2C(O)=C(C(=O)Nc2ccccc2)S1(=O)=O
  -18% | ? | ?
CCN(CC)S(=O)(=O)c1ccc(N2CCOCC2)c(NC(=O)CC23CC4CC(CC(Br)(C4)C2)C3)c1
  -9% | 0% | -8%
Cc1ccc(NC(=O)CN2C(=O)COc3ccc(S(=O)(=O)N4CCCC4)cc32)c(C)c1
  -27% | 2% | 15%
Cc1cc(N2CCCCCC2)n2nc(C)c(-c3ccccc3)c2n1
  1% | ? | ?
O=C1OC(=O)C2C1[C@@H]1CC[C@H]2O1 (some centres undefined)
  1% | 17% | 5%
